# Assay outcomes from PubChem.
# ER stress surv: ER stress cell death inhibition; CSM14.1 thapsigargin ER stress survival, ATP luminescence; AID 1010; relative survival (cellular ATP), % at 15 µg/mL (by protocol); actives 0.33% (n = 48,000);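 active = survival measured by cellular ATP above 50% at 15 µg/ml in the first screen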;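 note: cell death triggered by about 15 µM thapsigargin; ATP read 24 h after thapsigargin was added; plate controls were thapsigargin with DMSO for no effect and DMSO without thapsigargin for full effect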
# Active calls of the source: *. A portion of the library; count on the stated rates, not on these rows.
SMILES,ER stress surv
Cc1ccc(-c2ccc(OCC(=O)NC(C)c3ccccc3)cc2)cc1 (configuration not stated),11
Cc1c(Br)c(C(F)(F)F)nn1CC(=O)Nc1cccc(O)c1,-1
Cc1onc(-c2ccccc2Cl)c1C(=O)N(Cc1ccccc1)C(C)C,2
COc1cccc(OC)c1C(=O)Nc1cc(C(F)(F)F)ccc1Cl,0
COc1ccc(C(=O)NCC2(c3ccccc3)CCCC2)cc1,-2
COc1ccccc1N1CCN(/N=C\c2cccc(OC)c2O)CC1,5
C=CCc1cc(/C=C2\C(=O)NC(=O)N(c3ccc(Cl)cc3)C2=O)cc(OC)c1OCC(=O)O,-4
Cc1c(Cl)cccc1NC(=O)C(=O)NCCCO,0
CCN(CC)CCSc1nc2sc3c(c2c(=O)n1-c1ccc(C)cc1)CCCC3,-2
Cn1/c(=N/N=C/c2ccncc2)sc2ccccc21,-16
Cc1cc(C)cc(N(CC(=O)Nc2ccc3c(c2)OCO3)S(=O)(=O)c2ccccc2)c1,-4
CCOc1ccc(C(=O)Nc2ccc(-c3nc4ccc(C)cc4s3)cc2)cc1,-5
CC(=O)/C=C/c1ccc(-c2cc(Cl)ccc2Cl)o1,0
Cc1cccc(N2C(=O)/C(=C/c3ccc(N(C)C)cc3)SC2=S)c1,7
COc1ccc(S(=O)(=O)N2CCN(Cc3ccc(Cl)cc3)CC2)cc1,-19
COc1c(O)ccc(/C=N/NC(=O)COc2c(Br)cc(Br)cc2Br)c1[N+](=O)[O-],-8
O=C(c1cccnc1)N1CCC(Cc2ccccc2)CC1,4
C=CCNC(=O)c1ccc(C(C)(C)C)cc1,-6
Cc1cccc(OC(=O)Nc2ccc(Cl)cc2)c1,6
COc1ccc(NC(=O)c2cccnc2)cc1OC,7
Cc1ccc2nsnc2c1NC(=O)/C=C/c1cccc([N+](=O)[O-])c1,11
Cc1cccc(C)c1NC(=O)C1CCCNC1 (configuration not stated),12
COc1ccc(C2(CC(=O)O)CCOC(C)(C)C2)cc1 (configuration not stated),10
C=C(C)COc1ccc2c(-c3ccccc3)cc(=O)oc2c1,7
CCc1cccc(C)c1NC(=O)c1cccc(C)c1,2
COC(=O)c1cc(NC(=O)COc2ccccc2[N+](=O)[O-])cc(C(=O)OC)c1,4
CCOC(=O)c1c(NC(=O)Cc2ccc(OC)cc2)sc(C(=O)Nc2ccc(C)c(Cl)c2)c1C,-2
Cc1c(NC(=O)c2cccc(I)c2)cccc1-c1nc2ccccc2o1,1
COc1ccc(/C=N/n2cn[nH]c2=S)cc1OC,5
CN(C)c1ccc(/C=C2/SC(N3CCOCC3)=NC2=O)cc1,-10

# No new results follow: 22 of the compounds above.
SMILES,ER stress surv
Cc1ccc(-c2ccc(OCC(=O)NC(C)c3ccccc3)cc2)cc1 (configuration not stated),11
Cc1c(Br)c(C(F)(F)F)nn1CC(=O)Nc1cccc(O)c1,-1
Cc1onc(-c2ccccc2Cl)c1C(=O)N(Cc1ccccc1)C(C)C,2
COc1cccc(OC)c1C(=O)Nc1cc(C(F)(F)F)ccc1Cl,0
COc1ccc(C(=O)NCC2(c3ccccc3)CCCC2)cc1,-2
COc1ccccc1N1CCN(/N=C\c2cccc(OC)c2O)CC1,5
C=CCc1cc(/C=C2\C(=O)NC(=O)N(c3ccc(Cl)cc3)C2=O)cc(OC)c1OCC(=O)O,-4
Cc1c(Cl)cccc1NC(=O)C(=O)NCCCO,0
CCN(CC)CCSc1nc2sc3c(c2c(=O)n1-c1ccc(C)cc1)CCCC3,-2
Cn1/c(=N/N=C/c2ccncc2)sc2ccccc21,-16
Cc1cc(C)cc(N(CC(=O)Nc2ccc3c(c2)OCO3)S(=O)(=O)c2ccccc2)c1,-4
CCOc1ccc(C(=O)Nc2ccc(-c3nc4ccc(C)cc4s3)cc2)cc1,-5
CC(=O)/C=C/c1ccc(-c2cc(Cl)ccc2Cl)o1,0
Cc1cccc(N2C(=O)/C(=C/c3ccc(N(C)C)cc3)SC2=S)c1,7
COc1ccc(S(=O)(=O)N2CCN(Cc3ccc(Cl)cc3)CC2)cc1,-19
COc1c(O)ccc(/C=N/NC(=O)COc2c(Br)cc(Br)cc2Br)c1[N+](=O)[O-],-8
O=C(c1cccnc1)N1CCC(Cc2ccccc2)CC1,4
C=CCNC(=O)c1ccc(C(C)(C)C)cc1,-6
Cc1cccc(OC(=O)Nc2ccc(Cl)cc2)c1,6
COc1ccc(NC(=O)c2cccnc2)cc1OC,7
Cc1ccc2nsnc2c1NC(=O)/C=C/c1cccc([N+](=O)[O-])c1,11
Cc1cccc(C)c1NC(=O)C1CCCNC1 (configuration not stated),12

# (list continues)
SMILES,ER stress surv
O=C(Nc1ccccc1)NC1CCCCC1,2
Cc1ccc(N2C(=O)/C(=C/c3cccs3)SC2=S)cc1C,-1
CCCCOC(=O)c1ccc2c(c1)C1C=CCC1C(c1cccc([N+](=O)[O-])c1)N2 (configuration not stated),0
CCOC(=O)CCCSc1nc2sc(C)c(C)c2c(=O)n1-c1ccccc1,3
CCOc1cc(Br)c(/C=C2\C(=O)NC(=O)N(c3ccc(Cl)cc3)C2=O)cc1OC,1
Cc1cc(C(=O)Nc2cccc(C)c2C)ccc1[N+](=O)[O-],9
Cc1ccc(NC(=O)C(=O)NCCN2CCN(C(=O)c3ccccc3[N+](=O)[O-])CC2)cc1,-5
Cc1ccc(C(C)C)c(OCC(=O)Nc2cccnc2)c1,3
CC12CCC(C(=O)N(NC(=O)c3ccc(O)cc3)C1=O)C2(C)C (configuration not stated),4
Cc1cccc(N(CC(O)CN2C(=O)NC(C)(C)C2=O)S(=O)(=O)c2ccccc2)c1 (configuration not stated),-4
Cc1ccc(C)c(OCC(=O)N/N=C/C=N/NC(=O)COc2cc(C)ccc2C)c1,-2
CCc1cc(OCCOCCN(C)CCO)ccc1Cl,-5
O=C1CC(=O)NC(SCC(=O)Nc2nc3ccccc3s2)=N1,5
Nc1cccc(C(=O)Nc2ccccc2)c1,-3
COc1ccc(CCNC(=O)c2cc(Cl)ccc2Cl)cc1OC,2

# 4 neighbouring records out of the list so far, for reference:
SMILES,ER stress surv
O=C(Nc1ccccc1)NC1CCCCC1,2
Cc1ccc(N2C(=O)/C(=C/c3cccs3)SC2=S)cc1C,-1
CCCCOC(=O)c1ccc2c(c1)C1C=CCC1C(c1cccc([N+](=O)[O-])c1)N2 (configuration not stated),0
CCOC(=O)CCCSc1nc2sc(C)c(C)c2c(=O)n1-c1ccccc1,3

# Remaining list, next part:
SMILES,ER stress surv
Cc1ccc(Nc2cc(C)c(O)c(C)c2)cc1,-5
CC(/C=N/Nc1nnc2c(n1)[nH]c1ccccc12)=C\c1ccco1,4
Cc1ccc(N(C(=O)COc2ccc(Cl)cc2Cl)C2C=CS(=O)(=O)C2)cc1 (configuration not stated),-6
COC(=O)C1=C(C)N=c2s/c(=C/c3ccccc3OC(C)=O)c(=O)n2C1c1ccc(OC(C)=O)cc1 (configuration not stated),2
CN1CCN(C(=O)CN2C(=O)/C(=C/c3ccccc3)SC2=S)CC1,-16
COc1ccc2c(C)cc(=O)oc2c1C,-2
O=C(Nc1ccc(-c2nnc(-c3ccccc3)o2)cc1)c1ccc(Cl)cc1,4
COc1cccc(/C=C2\SC(=S)N(NC(=O)c3ccccc3)C2=O)c1,12
CN1C2=C(C(=O)CC(C)(C)C2)C(c2cccs2)C2=C1CC(C)(C)CC2=O,2
CC1=C(C(=O)OCCC#N)C(c2cccc([N+](=O)[O-])c2)NC(=O)N1 (configuration not stated),-1
OCCNCCCCOc1cccc(Cl)c1,-8
O=Cc1cn(-c2ccccc2)nc1-c1cccc([N+](=O)[O-])c1,0
Cc1nnc(C)n1/N=C/c1ccc(Cl)c([N+](=O)[O-])c1,-5
COC(=O)c1ccc(N2C(=O)C3C4C=CC(C5CC45)C3C2=O)cc1 (configuration not stated),6
COc1cc(Br)ccc1NC(=O)c1ccccc1-c1ccccc1C(=O)O,12
Cc1ccc(NS(=O)(=O)c2ccc(C)c([N+](=O)[O-])c2)cc1,4
Brc1ccc(-c2nc(Cc3ccccc3)no2)cc1,1
COC(=O)C1=C(C)NC2=C(C(=O)c3ccccc32)C1c1ccc(-c2ccc(C(=O)O)cc2)o1 (configuration not stated),-3
O=C(C(c1ccccc1)c1ccccc1)N1CCN(c2ccc([N+](=O)[O-])cc2)CC1,12
COc1cc(OC)c([N+](=O)[O-])cc1/C=C1/C(=O)NC(=S)N(c2cccc(Br)c2)C1=O,1
O=C(NC(=S)Nc1ccc(SC(F)F)cc1)c1cccs1,2
COC(=O)c1c(-c2ccccc2)csc1NC(=O)C1CC=CCC1C(=O)O (configuration not stated),4
CCc1cc2c(C)cc(=O)oc2cc1OC(C)=O,8
O=C(Nc1nnc(COc2ccc(Br)cc2)s1)C1CCCCC1,-2
COc1cc2c(cc1NC(=O)COc1ccc(Cl)cc1C)oc1ccccc12,10
Oc1cccc(/C=N/Nc2cc(N3CCCCC3)nc(N3CCCCC3)n2)c1,-3
O=C(NCC1CCCO1)c1ccc(S(=O)(=O)N2CCOCC2)cc1 (configuration not stated),7
CCOc1ccccc1NC(=O)c1ccccc1,7
Cc1cc(C)c(S(=O)(=O)Nc2c(C)cccc2C)c(C)c1,2
COc1cccc(/C=N/Nc2nnc(-c3ccccc3)c(-c3ccccc3)n2)c1O,2
COc1ccc(C2CC(C(F)(F)F)n3ncc(C(=O)N4CCN(Cc5ccccc5)CC4)c3N2)cc1OC (configuration not stated),13
N/C(Cc1ccc([N+](=O)[O-])cc1)=N\OC(=O)c1ccc(Br)cc1,-10
Cc1cccc(Cl)c1NC(=O)C1CC(=O)N(c2ccc(Br)cc2)C1 (configuration not stated),-1
O=C(NCC1CCCO1)c1ccccc1 (configuration not stated),-2
Cc1ccc(C(=O)Nc2cc(-c3cccc(C)c3)[nH]n2)cc1,15
O=C(O)c1ccc(-c2ccc(/C=C3\SC(=S)N(c4cccc(C(F)(F)F)c4)C3=O)o2)cc1,0
CC(C)Cc1cc(-c2ccccc2)c(C#N)c(N)n1,-1
CSC1=NC(c2cccc([N+](=O)[O-])c2)C(C(=O)OC(C)C)=C(C)N1 (configuration not stated),-1
O=C1C=CC(=O)C(c2cccc(C(F)(F)F)c2)=C1,-4
COc1ccc(/C=N/Nc2cc(N3CCOCC3)ncn2)c(OC)c1,12
Cc1ccc(Cn2c(NC(=O)c3cccs3)nc3ccccc32)cc1,0
COc1ccccc1/C=c1\sc2nc(-c3ccc(C)cc3)nn2c1=O,2
CCn1c2ccccc2c2cc(NC(=O)c3ccccc3Cl)ccc21,-18
CC1Cn2c(nc3sc4c(c3c2=O)CC(C)(C)OC4)N1CCO (configuration not stated),1
CCCCOC(=O)COc1cc2oc(=O)c3c(c2cc1Cl)CCC3,0
O=C1NC(=Nc2ccc(Br)cc2)S/C1=C\c1ccccc1[N+](=O)[O-],2
CCN1CCN(Cc2c(O)ccc3c(=O)c(-c4ccccc4OC)c(C(F)(F)F)oc23)CC1,5
CCOc1ccc(-c2cc(C(=O)O)c3ccccc3n2)cc1OCC,0
COc1cc(OC)cc(C(=O)NCCC2=CCCCC2)c1,9
CN1CCN(Cn2c(O)c(N=NC(=O)c3ccncc3)c3cc(Br)ccc32)CC1,0
COc1cccc(C(=O)N2c3ccccc3C(N(C(=O)C(F)(F)F)c3ccccc3)CC2C)c1 (configuration not stated),0
CN(C)Cc1c(O)ccc2c(=O)c(-c3ccc(Cl)cc3Cl)coc12,-5
Cc1ccc(CCC(=O)Nc2ncc(Cc3cccc(Cl)c3)s2)o1,-5
C(=NN1CCN(Cc2ccccc2)CC1)c1ccncc1,18
CC1CCN(CCCCOc2ccc(Cl)cc2)CC1,-4
COc1cccc(C2CC(=O)Nc3c2ccc2ccccc32)c1OC (configuration not stated),0
COc1ccc(-c2nocc2C#N)cc1OC,-1
Cn1nnnc1SCC(=O)NCC(=O)c1ccccc1,-2
N/C(=N\OC(=O)c1ccc(F)cc1)c1ccncc1,-6
Cc1ccc(S(=O)(=O)NCCOc2ccccc2)cc1[N+](=O)[O-],3
# (next part)
SMILES,ER stress surv
COc1cc([N+](=O)[O-])ccc1NC(=O)COc1ccccc1Cl,14
COc1ccccc1/C=C/C(=O)c1ccc(Cl)cc1,-4
COc1cc([N+](=O)[O-])ccc1NC(=O)COc1cccc(Cl)c1,10
O=C(Nc1ccc2nn(-c3ccc(Br)cc3)nc2c1)c1cccnc1,-6
O=C(/C=C/c1ccc(Cl)cc1)Nc1ccc(Cc2ccncc2)cc1,0
Cn1nnnc1SCC(=O)Nc1ccc2c(c1)oc1ccccc12,-2
CCOc1ccc(NC(=O)CCC(=O)OC)cc1,14
Cc1ccccc1C(=O)NC(NC(=O)c1ccccc1C)c1cccc([N+](=O)[O-])c1,6
C/C(=N\N=C1\NC(=O)C(CC(=O)Nc2ccccc2[N+](=O)[O-])S1)c1ccc(Br)cc1 (configuration not stated),6
O=C(CN(c1ccc(F)cc1)S(=O)(=O)c1ccccc1)Nc1ccc(Cl)cc1,-1
OCC1(CO)COC(c2ccccc2)=N1,0
CC1=C(C#N)c2nc(N)c(C#N)c(C)c2/C1=C\c1ccc(-c2cccc(Cl)c2)o1,-2
COc1ccc(NC(=O)/C(=C\c2ccco2)NC(=O)c2ccco2)cc1,-2
CCC(C)NC(=O)C1CN(S(=O)(=O)c2ccccc2)CCN1S(=O)(=O)c1ccccc1 (configuration not stated),4
COc1ccc(CNC(=O)CN(c2ccc(Br)cc2)S(=O)(=O)c2ccccc2)cc1,11
CCC(C)c1ccc(NS(=O)(=O)c2ccc(NC(C)=O)cc2)cc1 (configuration not stated),-1
Cc1ccc(N2CC(C(=O)Nc3ccccn3)CC2=O)cc1 (configuration not stated),2
Clc1ccccc1CN1CCN(N=Cc2ccccc2Br)CC1,8
COc1ccc(/C=C/C(=O)O)cc1S(=O)(=O)Nc1ccc(C(=O)O)c(O)c1,5
O=C(NCCN1CCCC1=O)Nc1ccccc1,-1
N=C(SC1CC(=O)N(c2ccccc2Cl)C1=O)N1N=C(c2cccs2)CC1c1ccc(Br)cc1 (configuration not stated),14
O=C(N/N=C/c1ccc(Cl)c(Cl)c1)C1CC(=O)N(c2ccccc2)C1 (configuration not stated),0
C=CCNc1ncnc2ccc(Br)cc12,2
CN(C)c1ccc(/C=C2\C(=O)NC(=S)N(c3ccc(Br)cc3)C2=O)cc1,1
CCOC(=O)c1c(NC(=O)c2ccccc2F)sc2c1CCCCCC2,-4
COc1ccc(C2C=C(Nc3ccc(C)cc3)C(=O)N2c2ccc(C)cc2)cc1OC (configuration not stated),0
